KDM5B inhibitor: Primary screen for KDM5B Histone Demethylases FDH-coupled qHTS; AID 1347165, 2019; Potency, µM (doses to about 57.7 µM), for the others: at the highest dose activity change, negative = inhibition, hits mostly inhibitors; KDM5B demethylase, FDH-coupled NADH fluorescence (FDH is formaldehyde dehydrogenase); 2.6% of 220,000 active; Lysine-specific demethylase 5B (Homo sapiens), Q9UGL1; active means well fitted inhibition curve with a large enough effect; inconclusive means small, poorly fitted or top-dose-only effect; inactive means no such curve, though single readings can be large or run the other way; further: 0% is about no effect; nearly all actives have a fitted effect of over 70% in size
Target sequence (Q9UGL1 whole entry, looked up): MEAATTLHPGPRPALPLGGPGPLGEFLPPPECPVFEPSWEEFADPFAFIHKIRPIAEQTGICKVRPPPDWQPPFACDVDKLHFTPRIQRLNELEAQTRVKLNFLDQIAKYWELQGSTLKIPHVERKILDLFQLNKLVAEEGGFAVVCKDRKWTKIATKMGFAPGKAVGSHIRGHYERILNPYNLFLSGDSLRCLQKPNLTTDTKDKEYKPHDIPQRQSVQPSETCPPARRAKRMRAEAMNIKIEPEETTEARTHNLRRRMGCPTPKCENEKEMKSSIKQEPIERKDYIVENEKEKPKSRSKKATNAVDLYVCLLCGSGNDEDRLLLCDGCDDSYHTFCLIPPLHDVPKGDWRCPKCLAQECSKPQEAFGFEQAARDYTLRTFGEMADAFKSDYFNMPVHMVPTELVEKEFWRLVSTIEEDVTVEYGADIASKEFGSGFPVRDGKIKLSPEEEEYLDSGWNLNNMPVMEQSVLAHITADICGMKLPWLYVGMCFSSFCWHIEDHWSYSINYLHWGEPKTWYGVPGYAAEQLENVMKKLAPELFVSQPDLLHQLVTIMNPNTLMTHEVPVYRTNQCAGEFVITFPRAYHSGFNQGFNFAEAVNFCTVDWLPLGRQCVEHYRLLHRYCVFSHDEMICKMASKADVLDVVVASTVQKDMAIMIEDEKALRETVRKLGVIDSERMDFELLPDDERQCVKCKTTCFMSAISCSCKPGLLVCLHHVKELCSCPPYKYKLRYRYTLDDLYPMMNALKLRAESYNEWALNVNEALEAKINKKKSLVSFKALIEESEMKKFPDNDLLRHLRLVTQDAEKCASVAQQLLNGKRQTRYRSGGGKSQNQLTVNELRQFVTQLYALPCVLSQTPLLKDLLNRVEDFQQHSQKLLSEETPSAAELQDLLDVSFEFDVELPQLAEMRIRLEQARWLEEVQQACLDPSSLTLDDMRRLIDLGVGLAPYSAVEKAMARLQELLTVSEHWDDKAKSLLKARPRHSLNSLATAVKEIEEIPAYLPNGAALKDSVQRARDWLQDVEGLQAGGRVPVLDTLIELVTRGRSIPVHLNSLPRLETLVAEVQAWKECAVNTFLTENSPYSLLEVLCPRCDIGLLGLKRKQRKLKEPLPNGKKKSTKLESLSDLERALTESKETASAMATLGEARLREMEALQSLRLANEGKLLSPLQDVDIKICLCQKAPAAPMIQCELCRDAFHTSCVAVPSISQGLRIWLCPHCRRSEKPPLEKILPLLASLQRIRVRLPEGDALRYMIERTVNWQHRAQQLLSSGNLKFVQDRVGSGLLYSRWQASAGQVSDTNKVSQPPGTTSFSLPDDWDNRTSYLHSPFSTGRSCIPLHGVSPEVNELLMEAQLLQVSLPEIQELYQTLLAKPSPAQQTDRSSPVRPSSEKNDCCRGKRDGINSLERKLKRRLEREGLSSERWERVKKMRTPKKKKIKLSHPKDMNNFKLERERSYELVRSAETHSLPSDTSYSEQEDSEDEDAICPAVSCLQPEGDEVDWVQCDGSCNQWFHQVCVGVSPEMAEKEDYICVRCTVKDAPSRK
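KDM5BΔAP (200 nM final) in 50 mM HEPES pH 7.5, 0.01% Tween-20 was preincubated 10 min at RT with compound over a concentration range. Substrate mix (H3K4me3 12.5 µM, α-KG 25 µM, Fe²⁺, ascorbate, NAD⁺, FDH) was added, and NADH fluorescence change over 30 min gave dose-response curves.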
An asterisk follows results filed as active; i = inactive; u = inconclusive; [ ] = dose if it differs, or a comment. Potency means the concentration at half of the fitted maximal effect. The list is partial; rates above refer to the full screens.

SMILES | KDM5B inhibitor
COc1cccc(CN2Cc3nc(-c4cnn(C)c4)ccc3OCC2=O)c1 | -8.4%[86.2 µM]
N#Cc1cc(F)cc(OC[C@@H](O)CN2CCC(C(O)(c3ccccc3)c3ccccc3)CC2)c1 | 8.0%
COc1ccc(-c2nc3ccc(C)cc3c(C(=O)O)c2C)cc1 | -24.2%
CC(=O)Nc1ccc(NC(=O)Cn2c(=O)n(-c3ccc(C)cc3)c(=O)c3oc4ccccc4c32)cc1 | 23.1%
CCNC(=O)c1ccc2c(c1)C1(CCCN(C)C1)CN2C (stereo not drawn) | 31.6µM*
Cc1ccc(C)c(N2CCN(c3ncnc4onc(C)c34)CC2)c1 | 5.7%
CCc1ccc2c(c1)c(=O)c(C(=O)c1ccc(C)cc1)cn2CC(=O)Nc1ccc2c(c1)OCCO2 | 5.2%
CC(C)n1cc(-c2cc(C(=O)N(C)Cc3cccnc3)c3cc(F)ccc3n2)cn1 | 25.1µM*
Cc1[nH]c2ccccc2c1C(C(=O)O)N1CCN(c2cc(C)c3ccccc3n2)CC1 (stereo not drawn) | u
Fc1ccc2nc([C@H]3CCN(Cc4ccccc4F)C3)[nH]c2c1 | -14.3%[86.2 µM]
O=C(CSCc1nc2ccccc2s1)NC1CCCCC1 | 23.6%
COc1ccc(/C=C/c2ccc3c(c2)C(=O)N2C[C@@H](NC(=O)c4cccn4C)C[C@H]2C(=O)N3)cc1 | u
CN(Cc1cccnc1)C1CN(C(=O)C2CC2)C1 | 19.9%
Cn1c(=O)c2c(nc(SCC(=O)Nc3ccccc3)n2Cc2ccccc2Cl)n(C)c1=O | 12.9%
Cc1cc(C)nc(N/N=C/c2cccc([N+](=O)[O-])c2)n1 | -3.6%
CCN(CC)S(=O)(=O)c1ccc(NS(=O)(=O)c2ccc(C(C)C)cc2)cc1 | -5.6%
Fc1ccccc1-c1noc2c1CN(Cc1cccn1-c1nccs1)CC2 | u
CN(C)C[C@@H]1CN(c2ncccn2)C[C@H]1NC(=O)c1cccc(F)c1 | 20µM*
Cc1cnc(C(=O)N[C@@H]2CCC[C@@H]2C(=O)N2CCC(N3CCCCC3)CC2)cn1 | -13.5%
C[C@H](NC(=O)Nc1cccc(Br)c1)C(=O)O | -40.5%

Some of these compounds in order of SMILES length, high to low:
SMILES | KDM5B inhibitor
COc1ccc(/C=C/c2ccc3c(c2)C(=O)N2C[C@@H](NC(=O)c4cccn4C)C[C@H]2C(=O)N3)cc1 | u
C[C@H](NC(=O)Nc1cccc(Br)c1)C(=O)O | -40.5%
CN(Cc1cccnc1)C1CN(C(=O)C2CC2)C1 | 19.9%

Returning to the listing; the three compounds before the break are reprinted first.
SMILES | KDM5B inhibitor
CN(C)C[C@@H]1CN(c2ncccn2)C[C@H]1NC(=O)c1cccc(F)c1 | 20µM*
Cc1cnc(C(=O)N[C@@H]2CCC[C@@H]2C(=O)N2CCC(N3CCCCC3)CC2)cn1 | -13.5%
C[C@H](NC(=O)Nc1cccc(Br)c1)C(=O)O | -40.5%
COc1ccc(S(=O)(=O)N2CCCCCC2)cc1C(=O)N1CCN(c2ccc(F)cc2)CC1 | -3.6%
COc1ccc(CNc2ncnc3c2c(-c2ccccc2)cn3-c2ccc(C)c(Cl)c2)cc1 | u
Cc1[nH]c(C)c2c(=O)[nH]ncc12 | u
COC(=O)C(Cc1ccccc1)NCC(=O)Nc1cccc(Cl)c1C (stereo not drawn) | 11.5%
CC(=O)N1CC2(Cc3ccccc31)CN([S+](=O)([O-])c1cccc(C(F)(F)F)c1)C2 | -9.3%
CCC1CN(C(=O)C2CCN(S(=O)(=O)c3c(C)noc3/C=C/c3ccccc3F)CC2)c2cc(C)ccc2O1 (stereo not drawn) | u
Cn1ncc(N2CCC(NC(=O)C3CCC3)CC2)cc1=O | 29.7%
COc1cc(CN2C(=O)C(=O)c3cc(C)ccc32)ccc1OCCC(C)C | -14.5%
NC(=O)c1ccc(CC2CCNCC2)cc1 | 20.0%
O=C(Nc1ccc2c(c1)OCCCO2)c1sc(-c2ccco2)nc1-c1ccccc1 | u
CN=c1scc(-c2ccccc2)n1C | 4.1%
Cc1ccccc1NC(=O)c1ccc(F)c(S(=O)(=O)NC2CCCC2)c1 | -8.0%
CCn1nc(C(=O)OCCOc2ccccc2)c2ccccc2c1=O | 6.8%
CC1CCN(CC(=O)Nc2cccc3ncccc23)CC1 | -6.4%
Cc1ccc(-c2cc(C(=O)O)c3cccc(Cl)c3n2)cc1 | u
CCCN1C(=O)Cc2ccccc2C1C(=O)NCc1ccc(Br)cc1 (stereo not drawn) | u
COc1ccc(-c2cc(=O)n3[nH]cnc3n2)cc1 | u
Cc1cccc(OC(=O)c2snnc2C)c1 | -14.0%
CN1C(=O)CC[C@]2(C(=O)N3CCN(c4ccccc4)CC3)CCCC[C@@H]12 | -15.6%
N#Cc1ccc(OCC(O)CN2CCC(C(O)(c3ccccc3)c3ccccc3)CC2)cc1 (stereo not drawn) | -18.5%
c1ccc(Oc2cc3c(cn2)NCCN(Cc2ccc4[nH]ccc4c2)C3)cc1 | u
CC(=O)N[C@@H]1[C@@H](NC(=O)Cc2cccs2)[C@H]2CCO[C@H]21 | 10.4%
Cc1ncc(CC(=O)N2CCCC(C)(Cc3ccc4c(c3)OCO4)C2)c(=O)[nH]1 (stereo not drawn) | 49.9%[activator]
COCCn1c2c(c(=O)[nH]c1=O)C(c1ccccc1Cl)C1=C(N2)c2ccccc2C1=O (stereo not drawn) | u
Cc1ccc2c(CN3CCN(c4ccccc4)CC3)cc(=O)oc2c1C | 0.0%
COc1ccc(OC)c(NS(=O)(=O)c2ccc(-c3coc(C)n3)cc2)c1 | -7.7%
CCc1ccc(C2CC(c3ccccc3)=NN2c2nc(C)cs2)cc1 (stereo not drawn) | i
COc1ccccc1CNC(=O)c1cc(S(=O)(=O)N2CCCC(C)C2)cn1C (stereo not drawn) | -9.0%
CNS(=O)(=O)c1ccc(C)c(C(=O)Nc2ccc(N3CCCCC3)c3ccncc23)c1 | u
Oc1ccc(Cl)cc1C=NCc1cccc(Cl)c1 | 12.2%
CC(=O)c1cnn(-c2cc(NC3CCCCC3)nc(C)n2)c1C | 30.5%
N#C/C(=C/c1ccc(OC(F)F)cc1)c1nc2ccccc2[nH]1 | u
CC(=O)c1ccc(N2CCN(C(=O)c3cc(S(=O)(=O)N4CCCCCC4)cn3C)CC2)cc1 | u
COc1ccc(CN2CCC3(C2)C(=O)N(Cc2ccccc2)c2ccccc23)cc1 (stereo not drawn) | -10.7%
COc1ccc(CNC(=O)NCC23CCCC=C2NC(=O)CC3)cc1 (stereo not drawn) | u
O=C(Nc1nnc(-c2ccccc2Cl)s1)c1ccccc1F | u
Cc1ccc2nc(CO[C@H]3CN(Cc4ccc(Cl)cc4)C[C@H]3F)[nH]c2c1 | u
C#CCNC(=O)c1c(-c2ccc(F)cc2)noc1[C@H](C)O | -13.6%[115 µM]
OC1(c2csc(CN3CCOCC3)n2)CCN(Cc2ccc(C(F)(F)F)cc2)CC1 | 6.4%
COc1ccc(NC(=O)Cn2c(-c3ccc(F)cc3)nc(C)cc2=O)c(OC)c1 | -13.0%
COc1ccc(C(=O)N2CCc3nc(C)nc(-c4ccc(OC)cc4)c3CC2)cc1 | -13.6%
Cc1ccccc1CCNC(=O)c1ccc2c(c1)c(C)c(C)n2C | u
COc1cccc(Nc2csc(CN3CCCC(C)(NC(C)=O)C3)c2)c1 (stereo not drawn) | u
Cc1ccc(SCCNC(=O)CN(c2cccc(C)c2C)S(C)(=O)=O)cc1 | -18.6%
N#Cc1nc(-c2ccc(Cl)cc2)oc1NCc1ccc(F)cc1 | u
Cc1c(CCNC(=O)Cc2ccc(F)cc2)sc2nc(-c3ccc(F)cc3)nn12 | -16.0%
CNC(=O)c1cccc(CNC(=O)C=C(C)C)c1 | -5.7%
COc1ccc(N2CCN(CC(O)COc3c(OC)cccc3OC)CC2)cc1 (stereo not drawn) | u
COc1ccc(NC(=O)c2nnn(-c3cc(Cl)ccc3OC)c2C)cc1 | -13.1%
CCCCOc1cccc(C2C(C(=O)c3ccc(C)o3)=C(O)C(=O)N2c2nnc(C)s2)c1 (stereo not drawn) | u
NC(=O)COc1cc(OCC(N)=O)c(Cl)cc1Cl | 1.6%
COc1ccc2nc(CO[C@H]3CN(C4CCN(C(C)=O)CC4)C[C@H]3F)[nH]c2c1 | -9.9%[86.2 µM]
Cc1cccn2c3c(c(=O)nc12)C(c1ccc(F)cc1)CC(=O)N3 (stereo not drawn) | -27.5%
Cc1ccc(CN2CCOCCNC(=O)CC2)o1 | -0.1%
COc1ccc(CNC(=O)N2CC(N(C3CCOCC3)S(C)(=O)=O)C2)cc1 | -6.2%
O=C(CCC(=O)OCC(=O)c1ccc(C(F)(F)F)cc1)OCC(=O)c1ccc(C(F)(F)F)cc1 | 17.5%
O=C1NC2(CCN(Cc3ccccc3)C2)Oc2ccccc21 (stereo not drawn) | 7.3%[86.2 µM]
Cc1cc(C(=O)NC(C)c2cnc(N3CCCCCCC3)nc2C)n[nH]1 (stereo not drawn) | u
CC(=O)NCCCC(=O)N1CNC(=O)C12CCN(C(=O)c1ccccc1)CC2 | -4.9%[115 µM]
Cc1sc(NC(=O)Cn2cnc3c2c(=O)n(C)c(=O)n3C)nc1-c1ccc(OC(F)F)cc1 | 9.3%
Going on with the list:
SMILES | KDM5B inhibitor
CC1CCN(C(=O)c2cnc(N3CCOCC3)c3ccccc23)CC1 | 47.5%[activator]
Cc1ccc(C)c(NC(=O)c2nn(Cc3ccccc3)c(=O)c3ccccc23)c1 | 6.9%
Cc1ccc(SCc2ccc(C(=O)Nc3nccs3)o2)cc1 | u
COCc1ncc(C)n1C1CCCN(C(=O)c2ccn(C)n2)C1 (stereo not drawn) | 12.5%
COc1ccc(C(CNC(=O)c2ccc(Cl)s2)N(C)C)cc1 (stereo not drawn) | 1.5%
COC(=O)COc1nc(C)c2c(c1C#N)CCCC2 | 7.8%
O=C(c1n[nH]c2c1CCCC2)N1CCc2c(nc3cc[nH]n3c2=O)C1 | 28.2µM*
Cc1cccc(N2CN=c3s/c(=C\c4ccccn4)c(=O)n3C2)c1 | 49.1%[activator]
CC1=C(c2ccc(C)c(C)c2)S(=O)(=O)N=C1N1CCN(c2cccc(C)c2)C(C)C1 (stereo not drawn) | -34.5%
COc1ccccc1OCCNC(=O)[C@H]1CCC[C@H]1NC(=O)c1ccncc1 | -3.9%
COC1CCC12CCN(C(=O)CC1CCN(C(C)=O)CC1)CC2 (stereo not drawn) | 13.2%
Cc1ccc(C(=O)C(C)OC(=O)c2c(C)noc2C)cc1 (stereo not drawn) | 14.7%
CC1CCC2(CC1)SCC(=O)N2c1cccc(C(F)(F)F)c1 (stereo not drawn) | -13.8%
COc1ccccc1NC(=O)Cn1c(=O)n(-c2ccccc2)c(=O)c2c1cc(C)n2C | 18.6%
COc1ccccc1NC(=O)C1CCOC1=O (stereo not drawn) | 29.1%
COC[C@]1(O)CCN(S(=O)(=O)c2cccc(C(=O)O)c2)CC1(C)C | 24.5%
Cc1ccc2nc(C3CCCN(Cc4cccs4)C3)[nH]c(=O)c2c1 (stereo not drawn) | 3.6%[115 µM]
Oc1ccccc1C=NCCOCCN=Cc1ccccc1O | -16.5%
CN(CCc1nc2c([nH]1)CC(C)(C)CNC2=O)c1ccccc1 | -19.4%
COc1ccc(CC(=O)N(Cc2ccsc2)C2CC2)cc1 | 13.0%
Cc1ccc(S(=O)(=O)N(CC(=O)N2CCN(C(=O)c3ccccc3)CC2)Cc2ccco2)cc1 | 5.2%
CN(Cc1ccccc1)c1nc(-c2ccc(F)cc2)cc(C(F)(F)F)n1 | u
CC(Sc1cc(-c2ccccc2)ncn1)C(=O)Nc1ccccc1 (stereo not drawn) | -19.3%
CCc1nc(-c2c3n(c(=O)n(CC(=O)Nc4c(C)cccc4C)c2=O)CCCC3)no1 | 16.9%
Cc1cccc(C)c1OCc1cc(C(=O)N2CCN(C3CCCC3)CC2)no1 | -11.0%
CCc1ccc(S(=O)(=O)N2CCN(c3ccc(NCc4ccccc4)nn3)CC2)cc1 | u
CSCC[C@@H]1NC(=O)c2cc(NC(=O)c3cc(-c4ccccn4)n[nH]3)ccc2NC1=O | -22.5%
COc1ccc(CCNC(=O)c2cccc(N3C(=O)CCS3(=O)=O)c2)cc1OC | 14.2%
CCOC(=O)c1c(NC(=O)COC(=O)c2ccc(O)cc2)sc(C(=O)NC)c1C | u
CCN1CCN(c2nc(Nc3ccc(C)cc3)c3nccnc3n2)CC1 | 7.2%
CCC(=O)N1CCN(c2ccc(NC(=O)c3ccc4ccccc4c3)cc2)CC1 | -0.7%
CCOC(=O)c1c(NC(=O)/C=C/c2ccc(OC)c(OC)c2)sc(C(C)=O)c1C | -33.4%
CCCn1nc(C(=O)Nc2ccc3nc(SC)sc3c2)c2ccccc2c1=O | -24.3%
O=C(NC(NC(=O)c1ccccc1F)c1ccc(Cl)c(Cl)c1)c1ccccc1F | 11.6%
CC(C)(C)C(=O)Nc1ccc2oc(-c3ccccc3)cc(=O)c2c1 | 22.0%
Oc1ccc(/C=C(/Cl)c2ncc(-c3ccc(F)cc3)o2)cc1 | -3.8%
O=C(Cc1cn2ccsc2n1)Nc1ccc(S(=O)(=O)N2CCCC2)cc1 | -5.9%
Cc1ncn2cc(-c3ccc(Cl)cc3Cl)[nH]c(=O)c12 | -2.9%
Cc1ccc(C(=O)NCCSC2CCCC2)s1 | 19.8%

Some of the entries so far, with the structure last.
KDM5B inhibitor	canonical_smiles
-24.3%	CCCn1nc(C(=O)Nc2ccc3nc(SC)sc3c2)c2ccccc2c1=O
-11.0%	Cc1cccc(C)c1OCc1cc(C(=O)N2CCN(C3CCCC3)CC2)no1
-3.8%	Oc1ccc(/C=C(/Cl)c2ncc(-c3ccc(F)cc3)o2)cc1
-33.4%	CCOC(=O)c1c(NC(=O)/C=C/c2ccc(OC)c(OC)c2)sc(C(C)=O)c1C
